# APJ agonist – agonists of human apelin receptor APJ, primary screen, CHO-K1 cells, PathHunter beta-arrestin, luminescence; P35414; 0% DMSO wells, 100% apelin; activation, % at 20 µM; 330,000 tested, 0.11% active; AID 2520, 2010;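 active means activation more than six SD over the plate average, tested at 20 µM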;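 further: 0% = DMSO alone and 100% = apelin-13 at 10 nM; some results filed as inactive read as strong as hits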
#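 Incubation: overnight seeding, 90 min compound at 25 °C, 1 h detection; test system: PathHunter CHO-K1 APJ (AGTRL-1) beta-arrestin reporter cells; amount: 1000 cells/well; doses: one dose, 20 µM compound, 1% DMSO; measured by: beta-gal luminescence; measure: agonist-driven arrestin binding to APJ; benchmarks: negative DMSO alone, positive Apelin-13 at 10 nM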
# APJ antagonist – antagonists of human apelin receptor APJ, primary screen, CHO-K1 cells, beta-arrestin complementation, luminescence; P35414; inhibition, % at 20 µM; 330,000 tested, 0.32% active; AID 2521, 2010;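 active means inhibition above about 40% at 20 µM, limit read from the data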;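 further: cells challenged with 10 nM apelin-13 agonist together with compound; plate controls were apelin-13 plus DMSO wells for no effect and DMSO wells lacking apelin-13 for full effect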
# UPR XBP1 act – activators of adaptive XBP1 UPR arm, primary screen, cell-based, CHO-XBP1 luciferase reporter, luminescence, uHTS | IRE1-XBP1 UPR activation; percent of tunicamycin response, DMSO as zero | activation, % at 20 µM | 330,000 tested, 0.33% active | AID 463104, 2010;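 active means versus positive control, 20 µM dose yields 30% or more activation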;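 further: 100% = tunicamycin at 10 µg/mL and 0% = DMSO only wells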
#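 Material: CHO-XBP1 cells stably carrying IRE1-XBP1-driven luciferase reporter | Medium: F12 with 10% serum | Compound dosing: 20 µM single concentration, DMSO 1% | Incubation: Overnight seeding at 37 °C, 6 h compound treatment at 37 °C | Detection: Steady-Glo luminescence read | Read-out basis: % activation of reporter signal versus tunicamycin and DMSO controls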
# CXCR6 inh – CXCR6 receptor inhibitors, primary screen, cell-based, beta-arrestin, luminescence, CHO-K1 PathHunter, 1536-well; 360,000 tested, 0.36% active; inhibition, % at 20 µM; in the data active means inhibition above about 34%, passing the limit was not always enough;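 further: antagonist mode with CXCL16 agonist at 10 nM final; 0% = 10 nM CXCL16 with DMSO and 100% = unstimulated wells without agonist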
# Target sequence (O00574 whole entry, looked up): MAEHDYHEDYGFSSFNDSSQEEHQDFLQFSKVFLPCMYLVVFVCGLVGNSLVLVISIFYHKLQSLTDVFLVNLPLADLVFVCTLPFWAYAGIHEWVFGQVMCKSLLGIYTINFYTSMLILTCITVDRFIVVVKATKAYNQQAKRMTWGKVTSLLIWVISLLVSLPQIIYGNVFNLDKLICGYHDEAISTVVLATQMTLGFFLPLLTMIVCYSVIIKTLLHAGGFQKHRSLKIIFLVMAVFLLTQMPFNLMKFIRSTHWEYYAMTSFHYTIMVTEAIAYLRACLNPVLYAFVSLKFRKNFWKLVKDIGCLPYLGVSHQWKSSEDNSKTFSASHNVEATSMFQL
# Mdm2 MdmX PPI – inhibitors of human Mdm2-MdmX association, primary screen, cell-based, luminescence, split luciferase, SaOS-2, uHTS. Protein Mdm4 (Homo sapiens) + E3 ubiquitin-protein ligase Mdm2 (Homo sapiens), …. SaOS-2 split-luciferase Mdm2/MdmX complementation. inhibition, % at 8 µM. 330,000 tested, 3% active;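 active means inhibition of at least 50% at 8 µM in the primary screen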
# CHOP UPR activ – activators of apoptotic CHOP UPR arm, primary screen, cell-based, CHO-CHOP luciferase reporter, luminescence, uHTS; UPR activation; percent of tunicamycin response over DMSO baseline; activation, % at 10 µM; 330,000 tested, 0.34% active; AID 449763, 2010;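 active means at 10 µM dose, activation of 40% or more, normalized to positive control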;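 further: 100% = tunicamycin at 10 µg/mL and 0% = DMSO alone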
#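 Assay system: CHO cells with stable CHOP pathway luciferase reporter; Buffer or medium: F12 plus 10% serum; Times: 16-18 h cell attachment, then 6 h compound exposure, 37 °C; Signal: luciferase luminescence; Read-out basis: percent activation relative to tunicamycin control; Control set: tunicamycin high control, DMSO low control.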
# tim23-1 inh – growth inhibitors of tim23-1 mutant yeast, primary screen, luminescence, uHTS | S. cerevisiae tim23-1 growth, BacTiter-Glo luminescence, 24 h | inhibition, % at 20 µM | 330,000 tested, 1.3% active;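 active means growth inhibition of the mutant yeast at or above 50%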;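 further: temperature-sensitive mutant grown at 25 °C; plate controls were DMSO-treated mutant yeast for no effect and medium wells lacking yeast for full effect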
# CCR6 antag – CCR6 receptor antagonists, primary screen, cell-based, CHO-K1, luminescence, beta-arrestin, uHTS. C-C chemokine receptor type 6 (Homo sapiens), P51684. 340,000 tested, 0.49% active. AID 493098, 2011. CHO-K1 CCR6 PathHunter beta-arrestin, CCL20-stimulated. inhibition, % at 20 µM;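 active means compounds whose inhibition of the agonist-driven luminescence signal at 20 µM reaches about 50%, limit read from the data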;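 further: cells stimulated with CCL20 at 14 nM final; plate controls were DMSO with CCL20 for no effect and DMSO without agonist for full effect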
# Target sequence (P51684 whole entry, looked up): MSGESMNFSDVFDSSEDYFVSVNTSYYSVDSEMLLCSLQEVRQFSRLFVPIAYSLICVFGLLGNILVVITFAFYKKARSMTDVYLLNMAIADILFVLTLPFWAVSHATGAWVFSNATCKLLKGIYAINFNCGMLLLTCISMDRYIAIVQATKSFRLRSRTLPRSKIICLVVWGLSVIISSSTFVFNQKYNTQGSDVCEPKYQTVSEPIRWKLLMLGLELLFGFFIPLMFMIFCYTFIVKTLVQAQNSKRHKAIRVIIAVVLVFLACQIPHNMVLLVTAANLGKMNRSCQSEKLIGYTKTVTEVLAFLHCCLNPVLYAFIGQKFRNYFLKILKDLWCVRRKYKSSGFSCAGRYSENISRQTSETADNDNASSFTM
# EBI2 block – EBI2 receptor antagonists, beta-arrestin recruitment, primary screen, cell-based, luminescence, 7a,25-OHC stimulation, uHTS. G-protein coupled receptor 183 (Homo sapiens), P32249. 7a,25-OHC stimulated. inhibition, % at 5 µM. 360,000 tested, 0.81% active; in the data active means inhibition above about 38%;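 further: enzyme fragment complementation signal reports receptor beta-arrestin coupling in cells; 0% = agonist plus DMSO wells and 100% = wells without agonist; some results beyond the cut were filed as inactive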
# Target sequence (P32249 whole entry, looked up, the tested form may be a part): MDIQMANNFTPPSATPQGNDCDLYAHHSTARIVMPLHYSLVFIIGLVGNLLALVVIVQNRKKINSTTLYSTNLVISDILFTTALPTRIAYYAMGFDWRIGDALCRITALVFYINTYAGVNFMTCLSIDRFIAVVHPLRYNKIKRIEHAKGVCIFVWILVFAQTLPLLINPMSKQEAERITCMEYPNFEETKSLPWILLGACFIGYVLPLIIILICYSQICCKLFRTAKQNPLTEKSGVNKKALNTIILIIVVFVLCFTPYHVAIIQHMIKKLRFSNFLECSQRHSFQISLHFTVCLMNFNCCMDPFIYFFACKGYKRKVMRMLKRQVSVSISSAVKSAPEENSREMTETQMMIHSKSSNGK
# * hit, by the source's call; x = no result given; & = joins results of further samples.
nr	compound	APJ agonist	APJ antagonist	UPR XBP1 act	CXCR6 inh	Mdm2 MdmX PPI	CHOP UPR activ	tim23-1 inh	CCR6 antag	EBI2 block
1	COc1cc(OC)c(C2C3=C(CCCC3=O)Nc3nc4ccccc4n32)cc1OC (stereo unspecified)	0	-16	-5	3	3	-0.1	15	-15	-10
2	CC(C)(C)n1ncc2c(=O)n(Cc3cccc(Cn4cnc5c(cnn5C(C)(C)C)c4=O)c3F)cnc21	5	-6	11	-9	36	5.0	23	3	-13
3	COc1cc([N+](=O)[O-])ccc1NC(=O)Cc1ccc(C)cc1	0	0	-1	-6	-16	-0.8	12	4	2
4	CCCOc1ccc(C(=O)Nc2ccc(N3CCN(C(C)=O)CC3)cc2)cc1	1	0	-1	-10	-6	0.7	15	-4	1
5	COc1ccccc1N1CCN(S(=O)(=O)c2ccc3c(c2)CC(C)N3C(C)=O)CC1 (stereo unspecified)	0	-2	-2	3	10	1.2	26	21	-13
6	Cc1nc2ccccc2n1Cc1ccccc1Br	-2	18	-3	1	11	1.4	9	13	-9
7	Cc1nn(CC(=O)NCc2ccc(-n3cccn3)cc2)c(C)c1[N+](=O)[O-]	4	-13	0	-2	-4	0.6	8	5	-11
8	COc1ccccc1-c1oc2ccccc2c1C#CC1(O)CCCCC1	-5	-2	-1	0	2	5.2	38	7	-1
9	O=C(CN1C(=O)NC2(CCCCCCC2)C1=O)Nc1c(Cl)cccc1Cl	-1	-3	3	3	-2	-0.2	-8	1	-1
10	CCOC(=O)c1cc(C)n(-n2cnnc2)c1C	-2	18	2	-4	-14	-3.3	0	2	-5
11	O=C(c1cc2c(cc1Br)OCCCO2)N1CCCCC1	-3	-3	0	7	-13	1.9	15	7	-17
12	CN(C(=O)N1CCN(S(=O)(=O)c2ccccc2)CC1)c1ccccc1	1	5	2	-4	11	-0.8	20	8	3
13	CC(C)(C)OC(=O)C[C@@H]1C/C=C\C[C@H](CC(=O)NCCO)C(=O)N[C@H](Cc2ccccc2)COC1=O	-3	5	-2	-6	19	-0.1	4	-3	5
14	O=C1CC(NCc2ccco2)C(=O)N1CCc1ccccc1 (stereo unspecified)	0	6	1	-3	3	0.9	14	-2	3
15	CCCCNC(=O)Cn1cnc2c(cnn2-c2ccc(C)c(C)c2)c1=O	-6	21	0	10	14	-0.9	3	3	-7
16	O=C(COC(=O)c1cc[n+]([O-])cc1)NCc1ccccc1Cl	-3	9	-1	20	19	2.0	-2	11	2
17	C=CCn1c(OCc2ccccc2)n[nH]c1=S	-3	-7	0	-7	-1	0.8	17	6	-6
18	Cn1nc([N+](=O)[O-])nc1Sc1nnnn1-c1cccc(C(=O)O)c1	6	-38	0	-19	20	1.3	11	1	-6
19	O=C1c2ccccc2C(=O)N1CCCCN(C(=O)c1ccc(Cl)s1)c1ccc(Cl)cc1	-2	-12	-2	14	-6	1.6	10	23	7
20	O=S(=O)(c1ccc(Cl)c(NC(=S)Nc2cccc(O)c2)c1)N1CCOCC1	-4	4	-1	-3	-3	1.9	-6	18	-9
21	CC(=O)N(C1=C(Cl)C(=O)c2ccccc2C1=O)C1CCCCC1	8	-10	-1	40*	14	53*	27	115*	8
22	Cn1cc(CCCC(=O)NCc2ccccc2)c2ccccc21	-2	15	5	6	19	0.3	13	16	7
23	Cc1ccc(Nc2nc(N)nc(CSc3nc(C)cc(C)n3)n2)cc1	0	-5	-1	-2	3	-1.3	26	17	1
24	COc1ccc(C)cc1NC(=O)Nc1ccc(C(=O)N2CCCC2)cc1	-1	15	-2	-11	16	0.9	-8	8	-2
25	Cc1c(C(=O)NC2CCCc3ccccc32)oc2ccc(S(=O)(=O)N3CCOCC3)cc12 (stereo unspecified)	5	11	0	-1	29	0.9	-12	11	5
26	CC(=O)Nc1ccc(Nc2nc(-c3ccccc3)nc3ccccc23)cc1	5	9	3	-7	31	0.7	23	5	-7
27	Cc1ccc(C)c(S(=O)(=O)ON2C(=O)c3ccccc3C2=O)c1	-5	23	2	9	7	-0.9	13	29	0
28	CCn1ccnc1CN(C)Cc1nc(-c2ccccc2)no1	-1	7	-2	2	12	-1.5	8	2	6
29	COCCn1c(SCC(=O)/C=C2\N(C)c3ccccc3C2(C)C)nnc1-c1ccncc1	0	3	1	-13	-1	-1.1	21	-1	0
30	O=C(NCc1ccccc1)c1ccc(F)c(F)c1	-3	-6	2	5	9	2.6	-6	6	-3
31	COc1ccc(NC(=O)C(=O)NCC2CCCN2S(=O)(=O)c2ccc(C)cc2)cc1 (stereo unspecified)	-2	13	2	-17	66*	2.2	17	x	-17
32	Cn1c(SCC(=O)NNC(=O)Cc2ccccc2)nnc1-c1ccc(Cl)cc1	-2	-17	2	-5	-2	0.3	-3	-24	2
33	C#CCOCCOCCOCCNc1nc(N2CCN(C(=O)[C@H]([C@@H](C)CC)n3cc([C@@H](N)CO)nn3)CC2)nc(N2CCN(C(=O)[C@H](CCCCN)n3cc([C@@H](N)CO)nn3)CC2)n1	-3	6	-4	7	0	-1.9	-1	2	-3
34	Cc1csc2nc(O)c(C(=O)NCCCN3CCCC3=O)c(=O)n12	-4	15	0	-6	-15	1.1	4	1	-5
35	COc1ccc(NS(=O)(=O)c2cccc(C(=O)NC3CCN(Cc4ccccc4)CC3)c2)cc1	8	2	-2	-8	33	-1.3	0	3	13
36	C=CCC(NCCCO)c1cccc(OC)c1OC (stereo unspecified)	-5	18	-3	4	8	-1.1	1	-13	-6
37	Cc1ccc(C(=O)COC(=O)c2cc(=O)[nH]c3ccccc23)cc1	-1	10	-3	2	-2	4.6	-8	-1	-17
38	Cc1ccnc(SCC(=O)NC2CC2)n1	6	2	-2	0	3	0.5	-1	0	-1
39	NS(=O)(=O)c1ccc(Nc2nc(-c3ccc(F)cc3)cs2)cc1	-1	1	1	-9	25	2.7	5	-3	18
40	CC1=Nc2nc(N3CCCCCC3)c(C#N)c3c4c(nc(c23)N1)N(c1ccc2ccccc2c1)C(=O)C4	-1	-13	-2	-2	27	5.1	-12	19	8
41	CCCCNS(=O)(=O)c1ccc(NS(=O)(=O)c2c(C)cc(C)cc2C)cc1	-3	6	-4	-5	16	-1.9	13	19	2
42	Cn1nc(Cc2n[nH]c(=S)n2C)c2ccccc2c1=O	-3	-13	-1	-10	15	-0.3	-2	-4	-5
43	Cc1cccc(NC(=O)CCNS(=O)(=O)c2cccc3nsnc23)c1C	-1	-1	1	0	14	-0.8	2	9	-1
44	NC(=O)C1CCN(CC(O)CSc2ccccc2)CC1 (stereo unspecified)	-1	6	-2	-1	-21	-0.9	-11	5	2
45	CC1(C)CC(=NOC(=O)c2ccccc2)CC(C)(C)N1	-3	-13	-4	-6	3	-1.1	12	-1	-5
46	Cc1ccc(N(CC(=O)NCc2ccco2)C(=O)CCC(=O)Nc2ccccn2)c(C)c1	-3	8	-8	7	16	0.5	7	-14	7
47	Cc1cc(S(N)(=O)=O)c(N)c(S(N)(=O)=O)c1	-1	3	-1	3	-8	0.2	-10	-11	-3
48	C/C=C(/C)C(=O)Nc1cccc(C2=NOC3(C2)C[C@@H](C(N)=O)N(C(=O)CCCCC)C3)c1 (stereo partly specified)	-1	2	1	-8	-37	1.0	4	5	-13
49	CCOc1ccc(NC(=O)CCCCn2c(=O)[nH]c3ccsc3c2=O)cc1	-2	-10	-3	8	0	-0.8	-8	-5	-5
50	Cc1cccc(NC(=O)c2c(C)nc3ccccn23)c1	0	-12	0	-11	-34	3.3	19	1	0
51	O=C(O)CN1C(=O)/C(=C\c2cccc(OCc3ccccc3F)c2)SC1=S	-1	-2	0	-2	-3	0.6	34	0	-4
52	C/C(N)=C(/C#N)C(=O)COC(=O)CNS(=O)(=O)c1c(F)cccc1F	-3	3	2	9	4	-0.9	-3	15	5
53	O=C(CSc1nnc(-c2ccc(F)cc2)c2ccccc12)NCC1CCCO1 (stereo unspecified)	-4	27	0	-3	33	-0.7	10	16	-3
54	Cc1ccc(N(C)S(=O)(=O)c2ccc(C)cc2)cc1	-3	-4	1	-3	4	-3.6	28	14	11
55	O=C(c1ccc(Br)s1)N1CCN(c2ccccn2)CC1	-2	-28	2	1	-18	0.8	-2	12	3
56	C/C(=N/OCO/N=C(\C)c1ccccc1F)c1ccccc1F	-4	-15	-1	-2	10	-0.8	19	23	4
57	COC(=O)c1oc2ccc(OC)cc2c1N	-4	10	2	-8	17	-0.3	-6	5	-12
58	COc1cc(/C=N/NC(=O)c2ccoc2C)cc(OC)c1OC	-4	-5	3	-3	16	-0.1	13	-12	6
59	COCCNC(=O)C(c1ccc(OC)cc1)N(CCOC)C(=O)CCC(=O)Nc1nccs1 (stereo unspecified)	-1	-24	-3	-5	5	-1.8	10	-2	3
60	COc1ccc(CCNC(=O)c2ccc3nc(N4CCCCC4)sc3c2)cc1OC	-4	11	3	-3	-5	4.1	19	-5	8

# The listing continues.
nr	compound	APJ agonist	APJ antagonist	UPR XBP1 act	CXCR6 inh	Mdm2 MdmX PPI	CHOP UPR activ	tim23-1 inh	CCR6 antag	EBI2 block
61	O=C(CSc1nnc(SCc2ccc(Cl)cc2)s1)N1CCN(C(=O)c2ccco2)CC1	2	30	1	-6	27	3.6	-8	-2	3
62	CCC1CCc2sc(C(=O)N(C)CC(=O)Nc3cccc(OC)c3)cc2C1 (stereo unspecified)	-1	-5	-3	-2	-13	1.6	51*	8	9
63	Cc1[nH]nc(N=CC2=C(O)CC(C)(C)CC2=O)c1-c1ccc(Cl)cc1	2	-20	13	-7&2	3	6.3	21	-12&0	10&0
64	COc1ccc(/C=C2/C(=O)ON=C2C)cc1Br	-2	2	-3	-8	8	0.9	-13	2	2
65	CSc1sc2ccccc2[n+]1CCCS(=O)(=O)[O-]	-5	-5	-3	0	3	0.5	-6	3	-3
66	COc1cccc(CN2CCC(C(=O)Nc3ccc(Oc4cccnc4)cc3)CC2)c1	1	12	-2	0	3	0.6	-27	-1	-6
67	CCN(CCS(=O)(=O)c1ccc(Br)cc1)Cc1nc2ccccc2c(=O)[nH]1	-3	10	1	2	15	0.8	26	15	-5
68	COC(=O)c1ccc(NC(=O)COc2ccc(S(=O)(=O)NC(C)C)cc2)cc1	7	-15	-2	0	10	-0.3	12	-5	5

# Assay outcomes (PubChem)

# Only part of the results is shown, so the mix of outcomes need not match the whole.
